miR-122 sensor – blocks miR-122 activity in Huh7 sensor cells. Huh7 miR-122 Renilla luciferase sensor, 48 h; neutral wells = 0, positive control = 100. activation (reporter increase), % at 12.5 µM. actives 0.3% (n = 340,000). AID 602342;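 active = mean replicate activation score at least 90 and every replicate individually at or above 90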;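 also: higher luciferase means less miR-122 activity so hits act as miR-122 inhibitors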
esBAF inh – SWI/SNF esBAF complex inhibition | AID 602393 | actives 2% (n = 350,000) | reporter increase, % at 12.5 µM | mouse ES cells, Bmi1-luciferase knock-in reporter, 24 h; 100% = twice the neutral-well signal; in the data active = activation above about 40%;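 also: 0% = median of the plate's neutral control wells and 100% = double that signal; a rise in the Bmi1 reporter signal indicates esBAF inhibition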
Cneo AK release – causes C. neoformans cell lysis; adenylate kinase release luminescence, 4 h; normalised: neutral wells 0, clomiphene wells 100; lysis activity, % at 15 µM; actives 0.2% (n = 360,000); AID 651654;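 active = mean lysis activity across replicates of at least 80%, whatever share of replicates individually reach that level; inactive = mean lysis activity below 80%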
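Material – log-phase Cryptococcus neoformans yeast cells · Input – 5 × 10^6 yeast cells/mL · Medium – fresh YPD growth medium · Doses – single compound concentration per well · Timing – static 4 h at 37 °C with compound, 1 h detection · Detection – adenylate kinase release luminescence · Read-out – signal increase indicating cell lysis · Control set – Clomiphene as positive lysis control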
ERp5 block – ERp5 (human) disulfide isomerase inhibition; Q15084; ERp5 insulin aggregation, absorbance 650 nm, 90 min; inhibition, % at 9.99 µM; actives 0.05% (n = 350,000);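 active = mean replicate inhibition above about 25%, with every replicate also reaching it, limit read from the data, passing the limit was not always enough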
Target sequence (Q15084 whole entry, looked up): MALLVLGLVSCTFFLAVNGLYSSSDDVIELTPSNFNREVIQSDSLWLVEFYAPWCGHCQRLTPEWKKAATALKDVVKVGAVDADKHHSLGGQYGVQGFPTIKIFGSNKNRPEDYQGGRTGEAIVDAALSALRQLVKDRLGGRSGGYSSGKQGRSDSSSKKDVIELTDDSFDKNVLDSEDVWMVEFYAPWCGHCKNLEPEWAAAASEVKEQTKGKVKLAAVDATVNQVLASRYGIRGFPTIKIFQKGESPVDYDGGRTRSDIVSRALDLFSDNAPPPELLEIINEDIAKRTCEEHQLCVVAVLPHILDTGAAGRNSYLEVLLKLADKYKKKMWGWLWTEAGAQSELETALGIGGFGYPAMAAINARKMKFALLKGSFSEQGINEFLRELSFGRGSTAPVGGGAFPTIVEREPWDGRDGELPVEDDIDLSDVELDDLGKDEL
C2C12 statin – suppressors of simvastatin-induced myotoxicity in C2C12 myotubes. ATP luminescence, 48 h; scaled: DMSO 0, geranylgeraniol control 100. rescue of ATP level, % at 7.49 µM. actives 0.78% (n = 330,000). AID 602340;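 active = mean ATP rescue above about 67%, or every replicate alone reaching that limit, limit read from the data, passing the limit was not always enough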;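 also: myotubes were challenged with 10 µM simvastatin during compound exposure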
ARNT TACC3 PPI – disrupts binding between human ARNT and TACC3 | inhibition, % at 9.99 µM | Q9Y6A5 | actives 0.66% (n = 390,000) | AID 623870 | AlphaScreen His-ARNT PAS-B/GST-TACC3 binding, luminescence; TACC3 fragment carries E629A point mutation;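 active = mean inhibition of replicates at least 50% and at least half of replicates each reaching 50%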;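 also: 0% = complete ARNT plus TACC3 wells and 100% = ARNT alone without TACC3; many hits fall short of the cut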
SIRT5 inh – blocks human SIRT5 desuccinylation of peptide; Q9NXA8; Purified SirT5, succinyl-peptide AMC, trypsin-coupled fluorescence; inhibition, % at 15 µM; actives 1.1% (n = 330,000); AID 652115; in the data active = inhibition above about 15%
Target sequence (Q9NXA8 whole entry, looked up): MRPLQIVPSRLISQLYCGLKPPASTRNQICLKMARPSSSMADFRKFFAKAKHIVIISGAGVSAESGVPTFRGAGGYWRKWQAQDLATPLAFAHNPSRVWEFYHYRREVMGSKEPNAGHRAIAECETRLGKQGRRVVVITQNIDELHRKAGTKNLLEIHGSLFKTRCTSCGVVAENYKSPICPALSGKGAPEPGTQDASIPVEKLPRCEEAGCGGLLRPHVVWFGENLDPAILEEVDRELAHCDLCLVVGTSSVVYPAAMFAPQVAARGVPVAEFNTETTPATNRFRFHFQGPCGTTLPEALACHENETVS
Numbers without * were called inactive; . = not tested or not shown; & = joins results of further samples; [ ] = dose if it differs, or a comment.

compound	miR-122 sensor	SIRT5 inh	ARNT TACC3 PPI	Cneo AK release	ERp5 block	C2C12 statin	esBAF inh
O=C1NCC(O)=C1C=NC12CC3CC(CC(C3)C1)C2	0.6	4.4&0.4	-6.2&-3.2	.	0.2&-3.7	17.5	3.7
O=C(C=Cc1ccc2c(c1)OCO2)c1ccccc1	1.6	-1.4	8.1	-2.7	1.9	3.2	49.9*
Cc1ccc2nc(-c3ccccn3)[nH]c2c1	-3.0	-6.1	38.8*	-15.5	3.4	-67.2	5.5
C[C@H]1CN([C@@H](C)CO)C(=O)c2cc(NC(=O)Nc3cccc4ccccc34)ccc2O[C@@H]1CN(C)Cc1ccc(C(F)(F)F)cc1	-4.4[16.7 µM]	8.7	14.4	-2.2	0.8	.	-2.8
Cc1nn(-c2ccc(Cl)nn2)c(=O)c2ccccc12	-11.6	-2.4	-3.5	-2.5	3.4	10.0	30.3
O=C(Nc1ccc2c(c1)OCCO2)C1CCCN(c2ncccn2)C1 (stereo unspecified)	-7.6	.	-6.1	-3.9	.	.	-4.6
COc1cc(OC)cc(-c2nnc(NC(=O)Cc3ccc(F)cc3)o2)c1	-0.4	-3.1	-3.2	-0.5	1.5	-8.4	-6.0
Clc1nc(NCCN2CCOCC2)nc(NCc2ccccc2)n1	.	0.6	-3.6	.	-1.0	.	.
CN1CCN(CC(=O)Nc2ccccc2[N+](=O)[O-])CC1	-1.4	.	-2.0	-6.7	.	.	.
CCCOC(=O)c1c(NC(=O)CCC(=O)O)sc2c1CCCCC2	-2.6	-0.4	-4.5	.	2.6	3.6	3.8
Cc1sc(NC(=O)COc2ccccc2)c(C#N)c1C	-7.3	-1.2	-6.2	.	0.8	-4.5	-12.7
CN1CCN(c2ccccc2NC(=O)c2ccc3c(c2)OCCO3)CC1	.	-2.3	-5.9	2.8	0.7	-3.9	0.0
C[C@H]1CN([C@@H](C)CO)C(=O)Cc2cc(NC(=O)Nc3ccccc3)ccc2O[C@H]1CN(C)Cc1ccc(C(=O)O)cc1	3.4[16.7 µM]	0.6	-0.3	0.9	0.3	-0.1	1.1
Oc1ccccc1C1=NOC(O)(C(F)F)C1 (stereo unspecified)	7.9	.	23.0	0.7	.	23.3	5.9
Nc1cc(Br)c(N)c(Br)c1	18.6	.	7.0	-0.4	.	-3.9	6.3
CC(=O)C1C(=O)CC(c2ccc(Cl)cc2)CC1=O (stereo unspecified)	-1.0	-4.2	2.9	-0.8	7.9	.	.
CCn1c(SCC(=O)Nc2ccccc2C(=O)OC)nnc1-c1cccc(C)c1	2.1	.	2.6	1.4	.	5.4	-3.4
Cc1ccccc1NC(=O)Nc1ccc2c(c1)C(=O)N(C)[C@@H]1CC[C@@H](CC(=O)NCC3CC3)O[C@H]1CO2	-4.4[16.7 µM]	-0.9	-3.1	-2.2	6.4	8.5	3.6
C[C@H](CO)N1C[C@H](C)[C@@H](CN(C)S(=O)(=O)c2ccc(Cl)cc2)Oc2ccc(NC(=O)Cc3ccccc3)cc2CC1=O	-3.5[16.7 µM]	3.1	-0.5	-1.1	-4.3	-37.8	8.2
COc1ccc(-n2nc(C(N)=O)c(O)cc2=O)cc1	-1.0	-5.6	-0.3	.	-3.1	.	.
Fc1ccc(-n2nnc(-c3cccnc3Cl)n2)cc1	-1.4	.	-5.7	-6.2	-3.1	-2.0	-1.6
CC(C)n1cc(C#N)c(N)n1	.	-3.6	1.5	.	0.9	.	.
CN(C)c1ccc(C(=S)N2CCCCC2)cc1	6.0	2.0	-1.2	5.3	-0.6	-6.8	19.9
C[C@H](CO)N1C[C@H](C)[C@@H](CN(C)Cc2cccc(C(=O)O)c2)Oc2ncc(-c3ccccc3F)cc2C1=O	6.8[16.7 µM]	2.0	.	3.4	2.2	4.1	-13.0
C[C@H](CO)N1C[C@H](C)[C@@H](CN(C)S(=O)(=O)c2ccccc2)Oc2ccc(NS(=O)(=O)c3ccc(Cl)cc3)cc2C1=O	5.3[16.7 µM]	.	0.6	0.4	.	-29.9	-1.9
CCCCNCCS(=O)(=O)NCc1ccccc1	9.3	-1.2	-3.6	12.8	8.1	-3.6	-0.5
CCNc1nc(NCC)nc(OCCOC(=O)c2ccccc2)n1	2.5	.	-1.6	0.5	.	7.3	-0.5
COCCNC(=O)C(c1ccc(C)o1)N(Cc1ccco1)C(=O)c1snc(C(N)=O)c1N (stereo unspecified)	7.0	.	-5.1	1.8	.	-5.5	-2.3
O=[N+]([O-])c1cccc(S(=O)(=O)NCc2ccccn2)c1	-1.4	-2.8	0.8	-3.8	0.2	-5.2	0.2
CCCC(=O)Nc1ccc2c(c1)OC[C@@H](C)N(C(=O)c1ccncc1)C[C@@H](C)[C@@H](OC)CN(C)C2=O	-10.1[16.7 µM]	-4.5	-2.3	1.7	0.8	-5.6	-1.7
CC(C)NC(=O)Nc1ccc2c(c1)C(=O)N([C@H](C)CO)C[C@@H](C)[C@@H](CN(C)S(=O)(=O)c1cn(C)cn1)OCCCC[C@H](C)O2	2.9[16.7 µM]	-4.1	-14.8	1.9	-1.6	.	-8.9
Cc1c(NC(=O)CN2C(=O)C(=O)N(Cc3ccccc3)C2=O)c(=O)n(-c2ccccc2)n1C	-5.3	-2.2	0.2	1.7	-1.1	-2.2	-7.5
COc1cc(CNn2nnnc2N)ccc1OCC(=O)NC(C)(C)C	0.7	.	-4.2	-2.7	.	7.7	-13.9
CC(C)OCCCNC(=O)C(C)Oc1ccccc1 (stereo unspecified)	-0.6	-4.4	-1.9	-0.7	-8.0	-4.9	3.3
CCCc1cn(CC[C@@H]2CC[C@@H](NC(=O)CCN3CCCCC3)[C@H](CO)O2)nn1	.	-2.2	-2.6	-1.2	-3.3	-0.9	-10.0
CCOP(=O)(c1ccc(N(C)C)cc1)C(O)c1c(Cl)cccc1Cl (stereo unspecified)	14.9	.	-5.2	-1.3	.	1.4	2.7
COc1ccc(C(=O)NC(Oc2ccccc2)C(Cl)(Cl)Cl)cc1 (stereo unspecified)	-0.5	.	-5.1	0.5	.	8.8	-7.7
Cc1nc2sc(C(=O)Nc3ccccc3)c(N)c2c(C)c1[N+](=O)[O-]	5.1	-0.8	-6.2	.	7.3	.	.
O=C(OCC(=O)N1CCN(c2ccc(F)cc2)CC1)c1cnc2ccccc2n1	-0.3	1.9	1.7	0.6	14.4	7.7	4.0
CC(C)CC#Cc1cnc2c(c1)C(=O)N([C@H](C)CO)C[C@@H](C)[C@@H](CN(C)Cc1ccccc1F)O2	0.2[16.7 µM]	-1.7	-3.4	3.1	-1.5	-3.5	-4.8

Results in ARNT TACC3 PPI and ERp5 block, for some of the entries so far:
molecule	ARNT TACC3 PPI	ERp5 block
CCOP(=O)(c1ccc(N(C)C)cc1)C(O)c1c(Cl)cccc1Cl (stereo unspecified)	-5.2	.
COc1ccc(C(=O)NC(Oc2ccccc2)C(Cl)(Cl)Cl)cc1 (stereo unspecified)	-5.1	.

The results go on:
compound	miR-122 sensor	SIRT5 inh	ARNT TACC3 PPI	Cneo AK release	ERp5 block	C2C12 statin	esBAF inh
CCC(C)(C)NC(=O)CN(C(=O)c1csnn1)c1ccccc1-c1ccccc1	.	1.6	-6.9	.	3.2	6.6	-7.8
Cn1c(=O)n(C)c2cc(C(N)=O)ccc21	-3.7	-2.5	2.1	1.6	-0.7	6.8	-8.3
CN(Cc1ccccc1)C(=O)c1ccccc1NC(=O)c1ccccc1	2.4	0.4	-4.1	-3.3	-4.5	8.3	5.0
COc1ccc(S(=O)(=O)N2CCN(CC(=O)c3c(N)n(C)c(=O)n(C)c3=O)CC2)cc1OC	-0.5	1.4	.	1.1	-8.2	1.3	1.6
CC(C)c1nc(C(=O)N2CCCC(CCC(=O)N(C)CCc3ccccn3)C2)cs1 (stereo unspecified)	0.5	-1.4	-34.0	-0.1	1.3	-2.4	-3.2
CCn1cc(CN2CCc3c([nH]c4ccccc34)C2c2ccc(F)c(OC)c2)c(C)n1 (stereo unspecified)	.	0.4	1.9	.	6.1	.	.
CSc1ccccc1NC(=O)Cn1c([N+](=O)[O-])cnc1C	.	3.6	-20.2	-7.7	5.0	-2.9	4.7
Oc1ccc(-c2c(-c3ccsc3)sc3ccccc23)cc1	0.9	.	3.4	0.6	-2.8	12.2	-84.7
Cc1ccc(/C=N/NC(=O)Cn2cncn2)cc1	-9.1	-3.4	2.4	-2.6	9.8	.	.
O=[N+]([O-])c1ccc(C=CC=Cc2ccccc2)cc1	-8.7	1.7	.	0.8	-23.4	0.5	55.9*
Cc1cc(=O)n2[nH]c(-c3ccco3)nc2n1	-8.6	.	-0.7	-0.2	.	-0.9	-0.8
COc1cccc(-c2cn(CC[C@H]3CC[C@@H](NS(=O)(=O)c4ccccc4Cl)[C@@H](CO)O3)nn2)c1	.	1.6	-12.2	2.0	-2.1	-2.5	2.5
Clc1ccc(CN2CCN(c3ncccn3)CC2)c(Cl)c1	1.4	0.7	.	0.9	-1.2	0.7	4.6
C[C@H](CO)N1C[C@H](C)[C@@H](CN(C)Cc2ccc(F)cc2)Oc2cc(C#CC(C)(C)O)ccc2S1(=O)=O	5.2[16.7 µM]	13.0	8.8	-1.2	-0.3	-47.0	0.6
O=C(C[C@H]1CC[C@@H]2[C@H](COC[C@@H](O)CN2Cc2ccccc2F)O1)N1CCc2ccccc2C1	-9.2[16.7 µM]	0.8	-0.4	-1.1	-2.2	15.6	-3.1
CCc1ccc(-c2cc(C)no2)cc1S(=O)(=O)N1CCOc2ccccc21	8.4	-3.7	-0.4	-1.4	-7.2	-9.4	-4.4
COc1ccc2c(OC)c3ccoc3nc2c1OC	-2.8	.	-6.3	-1.3	1.2	0.9	10.4
O=C(N[C@H]1CC[C@H](CCn2cc(C3(O)CCCC3)nn2)O[C@H]1CO)C1CCOCC1	.	.	-3.0	45.8	-4.4	-12.2	-2.8
NC(=O)c1nsc(C(=O)N(Cc2ccc(F)cc2)C(C(=O)NC2CCCC2)c2ccco2)c1N (stereo unspecified)	-2.5	-3.6	4.2	-0.1	-0.1	15.9	0.0
N#CC1=C(N)Oc2ccc3ccccc3c2C1c1cccnc1 (stereo unspecified)	.	0.4	-4.4	.	-3.7	.	.
O=C(CNC(=O)c1ccccc1F)c1ccccc1	.	6.5	3.9	-2.4	3.6	-1.9	-14.3
COc1ccc(NC(=O)N[C@H]2CC[C@H](CC(=O)NC3CCCCC3)O[C@@H]2CO)cc1	.	-1.5	-3.0	-0.1	10.1	2.1	2.6
COc1cc(/C=C/C(=O)O)cc(S(=O)(=O)Nc2cccc(S(=O)(=O)N3CCOCC3)c2)c1OC	-4.1	22.0*	-1.1	3.2	-0.4	-6.1	-7.5
COC(=O)C1=C(N)Oc2cc(C)[nH]c(=O)c2C1c1cccnc1 (stereo unspecified)	-4.1	.	12.4	3.6	.	4.1	-6.1
CS(=O)(=O)Nc1ccc2c(c1)[C@H]1C[C@H](CC(=O)NCc3ccccn3)O[C@@H](CO)[C@H]1O2	2.0[16.7 µM]	0.3	7.0	0.5	-4.5	-8.2	-3.2
COc1ccc(S(=O)(=O)N2CCCCC2)cc1NC(=O)CCNC(=O)c1ccc(Br)cc1	0.9	-1.5	-2.9	-1.0	-7.1	3.7	0.3
Cc1ccc(N2C(=O)C3C4CCC(O4)C3C2=O)c(OC(F)F)c1 (stereo unspecified)	.	-0.5	5.0	-0.7	1.4	3.2	-1.1
C[C@@H]1CN([C@@H](C)CO)C(=O)c2cc(NC(=O)Cn3cnnn3)ccc2O[C@@H]1CN(C)CC1CC1	-5.8[16.7 µM]	-0.5	-0.9	5.1	4.3	-0.8	1.1
C/C(=N\NC(=O)c1ccc(Br)cc1)C1C(=O)c2ccccc2C1=O	.	0.6	-0.6	2.0	-8.8	-59.6	16.3
